LANA DNA inh – inhibitors of KSHV LANA C-terminal domain DNA binding | 340,000 tested, 0.078% active | inhibition, % at 9 µM | MBP-C-LANA/FAM-LBS DNA binding, fluorescence polarization;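 active = highest replicate inhibition at or above 60% at 9 µM, even if other replicates fall short; inactive = all replicates below 60% inhibition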;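 also: 0% = neutral control wells and 100% = 4 µM acridine orange control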
DAGLB inhibitor – blocks human DAGLB lipase activity | Q8NCG7 | HEK293T DAGLB membrane lysate, EnzChek fluorogenic substrate | inhibition, % at 5.17 µM | 340,000 tested, 0.059% active | AID 504411; in the data active = inhibition above about 34%;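 also: 0% = enzyme with vehicle and 100% = wells lacking enzyme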
Cardiac RTF inh – cardiac RTF calcium desensitization | P19429+P45379 | IANBD-labeled cardiac RTF, Ca2+ fluorescence | inhibition, % at 7.15 µM | 340,000 tested, 0.12% active | AID 493244;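 active = inhibition above the mean inhibition of all tested compounds plus 3 SD, cut at about 17% in these data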;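 also: assay run at fixed EC70 calcium of 1.6 mM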
CAL PDZ FP-1 – inhibitors of human CAL PDZ peptide binding; AID 602252; inhibition, % at 24.9 µM; purified CAL PDZ, TMR-peptide fluorescence polarization, 1 h; Q9HD26; 300,000 tested, 0.92% active;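 active = mean inhibition of at least 30% with at least half of replicates also reaching 30%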;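 also: 0% = DMSO neutral control and 100% = excess unlabeled competitor peptide PRC23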
PKA-R2B act – activators of human PKA-R2B complex | P22694+P31323 | PKA-R2B holoenzyme dissociation, Cy5-IP20 fluorescence polarization; R2B truncated from residue 108, S112A mutant; 0% DMSO only, 100% 113 µM cGMP | activation, % at 11.4 µM | 340,000 tested, 0.079% active | AID 504700;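 active = activation above a cutoff set at the mean over all compounds plus 3 SD, cut at about 18% in these data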;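 also: higher means more holoenzyme dissociation and a rise in polarization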
Target sequence (P31323 whole entry, looked up, other chains not shown, the tested form may be a part): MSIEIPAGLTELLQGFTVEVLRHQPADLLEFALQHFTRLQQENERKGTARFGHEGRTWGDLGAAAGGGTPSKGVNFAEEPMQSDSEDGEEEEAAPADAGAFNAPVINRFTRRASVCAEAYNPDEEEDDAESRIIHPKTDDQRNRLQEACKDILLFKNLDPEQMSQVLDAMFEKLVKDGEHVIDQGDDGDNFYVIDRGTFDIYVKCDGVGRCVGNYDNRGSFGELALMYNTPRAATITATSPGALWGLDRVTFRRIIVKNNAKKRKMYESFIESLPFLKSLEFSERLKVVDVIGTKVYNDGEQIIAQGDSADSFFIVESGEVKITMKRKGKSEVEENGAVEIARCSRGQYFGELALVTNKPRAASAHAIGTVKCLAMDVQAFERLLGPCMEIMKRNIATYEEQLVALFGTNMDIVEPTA
Keap1 Nrf2 FP – inhibitors of human Keap1-Nrf2 protein-protein interaction; AID 504523; Q14145; 340,000 tested, 0.15% active; inhibition, % at 9.4 µM; Keap1 Kelch-Nrf2 peptide fluorescence polarization, 1536-well; in the data active = inhibition above about 12%;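 also: human Keap1 Kelch domain with fluorescein labeled Nrf2 9mer peptide probe; 0% = neutral control wells and 100% = peptide positive control; higher means more block of Keap1 binding to Nrf2 peptide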
Target sequence (Q14145 whole entry, looked up, the tested form may be a part): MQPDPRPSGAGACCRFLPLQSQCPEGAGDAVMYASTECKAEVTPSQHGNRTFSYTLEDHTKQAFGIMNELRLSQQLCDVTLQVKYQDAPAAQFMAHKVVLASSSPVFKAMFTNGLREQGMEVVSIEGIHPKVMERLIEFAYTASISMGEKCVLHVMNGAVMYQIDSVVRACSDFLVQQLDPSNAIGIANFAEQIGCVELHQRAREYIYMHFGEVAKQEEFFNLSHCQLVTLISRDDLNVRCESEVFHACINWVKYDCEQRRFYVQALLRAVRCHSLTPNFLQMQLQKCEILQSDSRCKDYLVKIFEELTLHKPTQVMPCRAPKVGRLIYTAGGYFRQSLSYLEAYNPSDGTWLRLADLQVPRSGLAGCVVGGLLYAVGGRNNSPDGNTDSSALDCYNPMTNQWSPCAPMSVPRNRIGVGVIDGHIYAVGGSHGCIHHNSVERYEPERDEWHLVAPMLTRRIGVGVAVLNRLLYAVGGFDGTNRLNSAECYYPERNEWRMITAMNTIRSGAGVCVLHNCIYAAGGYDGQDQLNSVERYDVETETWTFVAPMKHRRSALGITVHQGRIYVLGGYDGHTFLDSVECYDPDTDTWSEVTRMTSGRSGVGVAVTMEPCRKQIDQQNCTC
cardiac RTF act – cardiac RTF calcium sensitization. activation, % at 7.2 µM. 340,000 tested, 0.24% active. IANBD-labeled TnC RTF fluorescence at EC20 calcium; 0% EC20 calcium, 100% full calcium;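 active = activation above the mean over all tested compounds plus 3 SD, cut at about 30% in these data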;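 also: rise in fluorescence read as greater calcium sensitivity of cardiac thin filaments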
CAL PDZ FP-2 – inhibitors of human CAL PDZ peptide binding | purified CAL PDZ, TMR-peptide fluorescence polarization, 1 h | inhibition, % at 20 µM | 330,000 tested, 0.02% active | AID 504414;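 active = highest replicate inhibition of at least 40%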;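 also: plate controls were DMSO neutral control wells for no effect and unlabeled competitor peptide control wells for full effect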
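Control set: unlabelled peptide and DMSO controls / Material: purified CerCALP PDZ construct / Timing: 1 h incubation at room temperature before polarization reading / Doses: 20 µM, one dose / Detection: fluorescence polarization (mP)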
SR-BI DiI-HDL act – enhances SR-BI lipid uptake from DiI-HDL; activation, % at 12.5 µM; 320,000 tested, 0.096% active; CHO ldlA[mSR-BI] cells, DiI-HDL uptake fluorescence, 3 h; 100 = double the neutral-control signal;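 active = mean replicate activation of at least 60% and every replicate at or above 60%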;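 also: 0% = median plate neutral-control signal and 100% = twice that signal; values of inactives mirror those of a sister screen read the other way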
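Assay system: CHO ldlA[mSR-BI] cells, LDL receptor-null, SR-BI overexpressing; medium: Ham's F12 with 0.5% BSA, HEPES 25 mM, pH 7.4; also added: DiI-HDL 10 µg/mL; timing: 3 h uptake period with compound, 37 °C; signal: DiI fluorescence, bottom read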
Rtt109 Vps75 – blocks Candida albicans Rtt109/Vps75 acetyltransferase activity. inhibition, % at 34.9 µM. 330,000 tested, 0.16% active. AID 540336. purified Rtt109/Vps75, ThioGlo CoA-SH fluorescence, 4 h. Q5AAJ8;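 active = inhibition of at least 50% in every replicate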
* = called active by the depositor; nt = not tested or not shown; & = joins results of further samples.

SMILES	LANA DNA inh	DAGLB inhibitor	Cardiac RTF inh	CAL PDZ FP-1	PKA-R2B act	Keap1 Nrf2 FP	cardiac RTF act	CAL PDZ FP-2	SR-BI DiI-HDL act	Rtt109 Vps75
CCC(=O)c1cn(CC(=O)Nc2ccccc2Cl)c2ccccc12	-0.9	-9	-5	nt	8	-3	10	-6.3	-13	1
COC(=O)c1cc(OC)c(OC)cc1NC(=O)CN1CCOCC1	-0.4	-1	-1	-6	0	-1	-2	nt	-8	-5
Cc1ccc(OCC(=O)Nc2ccccc2Sc2ccccc2)c([N+](=O)[O-])n1	-4.8	-6	11	nt	-2	-3	2	-1.1	-14	2
O=C(CCNC(=O)N1CC(=O)Nc2ccccc21)Nc1ccc(Br)cc1F	0.0	1	0	0	-4	-2	0	-0.9	13	-1
O=C(C1CC1)N1CCc2cc(Br)cc(S(=O)(=O)NC3CCCCC3)c21	0.5	-3	-8	-2	-22	-4	0	-2.0	-8	3
C[C@H](CO)N1C[C@H](C)[C@@H](CN(C)C(=O)Nc2ccc3c(c2)OCO3)Oc2ccc(NC(=O)Cn3cnnn3)cc2C1=O	2.9	0	-32	1	4	-4	12	-0.4	12	-4
Cc1cc(C)n(-c2ccc(C(=O)Nc3cc(S(=O)(=O)N(C)C)ccc3Cl)cc2)n1	1.0	-2	5	-2	-3	-4	0	-0.7	-42	-2
O=C(CCc1nc2ccccc2[nH]1)N1CCN(C(=O)c2ccco2)CC1	-1.4	-1	-6	2	1	-3	13	-0.6	3	-1
CCN1CCN(C(=S)c2ccc(O)cc2)CC1	0.1	-1	0	nt	-3	4	-4	-0.7	6	8
CCCc1ccc(Oc2cc(Cl)nc(N)n2)cc1	0.6	-6	-10	-3	2	2	4	0.2	22	-1
CCc1nnc(NC(=O)CSc2nc3cccnc3n2C2CCCCC2)s1	0.3	2	-5	-2	-11	1	0	-1.6	-3	-3
COC(=O)c1cn(C(=O)c2ccccc2F)nc1N	2.0	1	2	-2	-1	-2	-1	-1.2	11	3
Cc1nc(SCC(=O)Nc2c(C)nn(C)c2C)c2cnn(-c3ccccc3)c2n1	-0.3	3	-8	0	-3	5	0	-2.7	-24	-3
CCN(C(=O)COC(=O)c1cc(=O)[nH]c2ccccc12)c1c(N)n(Cc2ccccc2)c(=O)[nH]c1=O	-0.4	1	1	-1	-8	-7	-1	-3.3	-17	-6
CC(=O)c1ccc(N=c2scc(C)n2C(C)C)cc1	-0.3	0	-2	-1	-7	-3	-1	-1.9	-35	2

Compound profiles, as listed above. Order of values: LANA DNA inh	DAGLB inhibitor	Cardiac RTF inh	CAL PDZ FP-1	PKA-R2B act	Keap1 Nrf2 FP	cardiac RTF act	CAL PDZ FP-2	SR-BI DiI-HDL act	Rtt109 Vps75
Cc1ccc(OCC(=O)Nc2ccccc2Sc2ccccc2)c([N+](=O)[O-])n1 in the list: -4.8	-6	11	nt	-2	-3	2	-1.1	-14	2
C[C@H](CO)N1C[C@H](C)[C@@H](CN(C)C(=O)Nc2ccc3c(c2)OCO3)Oc2ccc(NC(=O)Cn3cnnn3)cc2C1=O in the list: 2.9	0	-32	1	4	-4	12	-0.4	12	-4
O=C(CCc1nc2ccccc2[nH]1)N1CCN(C(=O)c2ccco2)CC1 in the list: -1.4	-1	-6	2	1	-3	13	-0.6	3	-1
O=C(CCNC(=O)N1CC(=O)Nc2ccccc21)Nc1ccc(Br)cc1F in the list: 0.0	1	0	0	-4	-2	0	-0.9	13	-1
O=C(C1CC1)N1CCc2cc(Br)cc(S(=O)(=O)NC3CCCCC3)c21 in the list: 0.5	-3	-8	-2	-22	-4	0	-2.0	-8	3

Carrying on.
SMILES	LANA DNA inh	DAGLB inhibitor	Cardiac RTF inh	CAL PDZ FP-1	PKA-R2B act	Keap1 Nrf2 FP	cardiac RTF act	CAL PDZ FP-2	SR-BI DiI-HDL act	Rtt109 Vps75
CC(=O)c1sc(-c2cccc(Cl)c2)nc1C	-3.0	-6	6	-2	-9	-1	-3	-1.5	25	-3
COc1ccc(/C(O)=C2/C(=O)C(=O)N(CCN(C)C)C2c2ccc(F)cc2)cc1Cl (centres undefined)	-0.4	0	-22	-1	2	-7	2	-0.7	37	16
COc1ccc(-c2csc(N3C(=O)C4C5c6ccccc6C(c6ccccc65)C4C3=O)n2)cc1 (centres undefined)	0.5	-2	-14	-1	-1	-6	-2	0.2	32	8
COc1ccccc1Nc1nnc(SCC(=O)NC2CCCC2)s1	-1.8	-4	3	-2	10	-1	-4	-1.1	-15	-1
CCCCN(CC)CCNC(=O)c1cc2c(=O)n(CC)c3ccccc3c2s1	-2.5	-2	1	-4	-13	-6	-5	-2.0	-61	-11
CCCSc1nnc2nc(C)cc(C)n12	-1.0	-1	-6	nt	-8	-2	-1	0.5	16	-1
C=CCn1c(C)nnc1SCC(=O)Nc1nc(C)c(C(=O)N(C)C)s1	0.7	-2	-8	-3	6	2	-3	-2.0	-3	-13
COCCNC(=O)C1CC(=O)N(c2ccc(OC)cc2)C1c1ccc(OC)cc1 (centres undefined)	0.8	-2	-12	-7	0	4	0	0.8	-2	13
CC1(C)NC(=O)N(CC(=O)OCC(=O)c2ccc(Cl)s2)C1=O	-0.3	-2	4	7	-2	-1	-2	-1.2	3	nt
COC(=O)c1c(CCl)noc1C(=O)NCC1CCCO1 (centres undefined)	0.4	-1	-4	-1	-7	-5	5	0.2	8	7
O=C(NCc1ccco1)/C(=C\c1ccc(F)cc1)NC(=O)c1ccco1	-1.0	-2	-3	0	-7	1	-1	-2.1	14	0
N#C/C(=C\c1ccc(/C=C(/C#N)c2nn(CCO)c(N)c2C#N)cc1)c1nn(CCO)c(N)c1C#N	-0.4	2	2	-3	1	3	3	-1.8	44	2
CC1=C(C(=O)OCc2ccccc2)C(c2cccc([N+](=O)[O-])c2)NC(=O)N1C (centres undefined)	1.9	-1	-7	-3	2	0	-9	-0.9	-19	-3
O=C(Cc1ccccc1)Nn1c(-c2ccccc2)nc2ccccc2c1=O	0.7	-4	7	0	-5	-2	-3	-0.5	9	6
CC(/C=N/NC(=O)CCn1nnc2ccccc21)=C\c1ccccc1	-1.7	3	2	-3	1	-6	-1	-2.2	5	4
O=[N+]([O-])c1cc([N+](=O)[O-])c(Oc2cc(F)ccc2F)cc1NN1CCCCC1	-1.0	0	5	4	4	-1	8	-2.7	0	8
CCc1nnc(NC(=O)C2CCCN2C(=O)Nc2ccccc2)s1 (centres undefined)	-0.4	1	-1	-4	5	-3	2	-2.3	19	nt
COc1cc(/C=C(\C#N)C(=O)NC(C)C)ccc1OCc1ccc(C(=O)O)cc1	-1.2	-1	2	0	-7	-5	4	-3.6	nt	3
COc1ccc(CC(=O)NC2CCS(=O)(=O)C2)cc1 (centres undefined)	-1.6	1	-8	-1	-2	-7	2	-2.1	5	1
CCc1nn(C(C)C(=O)NCc2ccc(Cl)cc2)c(=O)c2cc3occc3n12 (centres undefined)	-0.3	4	0	nt	1	-2	-1	-2.5	-5	-24
CCOc1ccc(CC2c3cc(OCC)c(OCC)cc3CCN2C(=O)CN2CCN(C)CC2)cc1OCC (centres undefined)	0.7	0	-3	nt	-2	-6	12	-1.7	15&21	-6&4
O=C(Nc1cccc(Cl)c1N1CCOCC1)c1ccc2c(c1)OCCO2	1.6	-12	0	1	-7	-6	2	-2.2	-51	-10
Cc1c(C=C(C#N)c2ccc([N+](=O)[O-])cc2)c(=O)n(-c2ccccc2)n1C	-0.1	1	-3	-4	-2	-3	-8	-0.3	-19	-10
CCCCC(O)(CCCC)C(=O)NN(C(=O)OC)c1ccccc1	-1.4	-1	-5	4	-13	-5	-3	-0.6	15	4
CC(NC(=O)/C=C/c1ccc(Br)cc1)c1ccc(Cl)cc1 (centres undefined)	-0.8	1	-17	-1	-2	3	-5	-2.5	5	nt
O=C(Cc1ccc(NC2=NC3CS(=O)(=O)CC3S2)cc1)NCc1ccc(Cl)cc1 (centres undefined)	-0.3	2	-11	0	-2	-1	6	-1.0	30	-5
CCCOc1ccc(C2C(C(=O)c3ccc(C)o3)=C(O)C(=O)N2Cc2ccco2)cc1OCC (centres undefined)	-1.9	4	2	3	3	4	-4	-2.2	20	-11
CCN(Cc1cnn(C)c1)C(=O)c1cc(COc2ccc3c(c2)CCCC3)on1	-0.8	1	0	nt	-13	4	-2	-0.6	nt	9
COc1cc(NS(=O)(=O)c2ccc3ccccc3c2)c2ncccc2c1	1.4	2	-7	7	-7	-3	4	-3.5	27	1
Cc1ccc(S(=O)(=O)N(C)C)cc1NC(=O)COC(=O)C1=COCCO1	1.2	2	-7	1	-7	0	-3	0.1	-2	-6

Sorted by molar mass (largest number first): part of the list above
SMILES	LANA DNA inh	DAGLB inhibitor	Cardiac RTF inh	CAL PDZ FP-1	PKA-R2B act	Keap1 Nrf2 FP	cardiac RTF act	CAL PDZ FP-2	SR-BI DiI-HDL act	Rtt109 Vps75
CCOc1ccc(CC2c3cc(OCC)c(OCC)cc3CCN2C(=O)CN2CCN(C)CC2)cc1OCC (centres undefined)	0.7	0	-3	nt	-2	-6	12	-1.7	15&21	-6&4
O=C(C1CC1)N1CCc2cc(Br)cc(S(=O)(=O)NC3CCCCC3)c21	0.5	-3	-8	-2	-22	-4	0	-2.0	-8	3
Cc1nc(SCC(=O)Nc2c(C)nn(C)c2C)c2cnn(-c3ccccc3)c2n1	-0.3	3	-8	0	-3	5	0	-2.7	-24	-3

Additional structures follow.
SMILES	LANA DNA inh	DAGLB inhibitor	Cardiac RTF inh	CAL PDZ FP-1	PKA-R2B act	Keap1 Nrf2 FP	cardiac RTF act	CAL PDZ FP-2	SR-BI DiI-HDL act	Rtt109 Vps75
CC1(c2ccccc2)NC(=O)N(CC(=O)NNC(=O)c2cccc(Cl)c2)C1=O (centres undefined)	-0.4	1	-10	-1	-11	-4	1	-1.4	0	-8
COc1cccc(-n2c(O)c(C=NCc3ccccn3)c3ccccc3c2=O)c1	0.0	-1	-1	3	11	-2	-4	0.0	-6	-11
CCOC(=O)CCNC(=O)CCNC(=O)C(c1ccccc1)c1ccccc1	0.3	-4	-19	-4	-15	-2	15	1.3	15	0
COc1cccc(C2C3CN(C)CC=C3C(C#N)=C(N)C2(C#N)C#N)c1OC (centres undefined)	36	-4	-38	-2	-13	10	25	-1.9	7	-5
Cc1ccccc1NC(=S)N1CCC(C(=O)c2ccc(F)cc2)CC1	-0.9	3	-2	18	-7	1	2	-1.4	-27	-1
CC#CCCC(=O)N1C=Cc2ccccc2C1C#N (centres undefined)	-0.1	-2	-5	-4	-14	0	1	-1.5	-17	3

Compound activity from PubChem.
